# TDP1 cell noCPT: qHTS for Inhibitors of human tyrosyl-DNA phosphodiesterase 1 (TDP1): qHTS in cells in absence of CPT. 420,000 tested, 15% active. DT40 Tdp1-/- hTDP1 cells, no CPT, ATP luminescence, 48 h. Potency, µM (highest dose often 46.2 µM), for inactives: at the top dose activity change, negative = growth inhibition, hits mostly inhibitors; note: nearly all actives have a fitted effect of over 55% in size
#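 Seeded 400 DT40-hTDP1 cells/well (vehicle DMSO, no 20 nM CPT); pinned compounds; ≥48 hr at 37 °C; CellTiter-Glo luminescence as viability measure.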
# KAT2A inh: inhibitors of human GCN5L2 histone acetyltransferase | Q92830 | GCN5L2 HAT assay, ThioGlo1 CoA-SH fluorescence | Potency, µM (doses to about 58.9 µM), for inactives: at the top dose activity change, negative = inhibition, usual class: inhibitors | 390,000 tested, 0.21% active | AID 504327
# Target sequence (Q92830 whole entry, looked up): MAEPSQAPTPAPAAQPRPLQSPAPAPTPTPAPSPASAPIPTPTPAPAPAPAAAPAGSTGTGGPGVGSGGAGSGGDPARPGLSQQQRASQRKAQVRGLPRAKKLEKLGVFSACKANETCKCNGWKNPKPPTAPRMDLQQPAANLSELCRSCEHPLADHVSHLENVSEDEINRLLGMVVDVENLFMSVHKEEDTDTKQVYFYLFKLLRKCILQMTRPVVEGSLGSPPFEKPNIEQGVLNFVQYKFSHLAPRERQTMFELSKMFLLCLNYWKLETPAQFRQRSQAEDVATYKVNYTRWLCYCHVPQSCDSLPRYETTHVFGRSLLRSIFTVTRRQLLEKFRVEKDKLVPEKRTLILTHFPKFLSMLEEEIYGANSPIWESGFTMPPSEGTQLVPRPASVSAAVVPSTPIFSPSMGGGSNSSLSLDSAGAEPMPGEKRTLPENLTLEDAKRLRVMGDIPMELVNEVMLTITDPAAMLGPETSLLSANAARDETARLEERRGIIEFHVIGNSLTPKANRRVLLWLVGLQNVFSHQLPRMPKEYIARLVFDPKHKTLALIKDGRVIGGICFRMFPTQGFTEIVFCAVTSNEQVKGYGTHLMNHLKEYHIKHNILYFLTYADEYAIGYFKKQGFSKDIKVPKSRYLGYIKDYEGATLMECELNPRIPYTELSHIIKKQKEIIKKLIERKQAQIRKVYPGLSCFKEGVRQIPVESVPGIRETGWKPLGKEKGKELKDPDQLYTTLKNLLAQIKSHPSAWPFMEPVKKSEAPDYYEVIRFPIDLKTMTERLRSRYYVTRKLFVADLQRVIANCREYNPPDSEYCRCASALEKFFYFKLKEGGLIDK
#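 Compounds, pin-transferred from DMSO stocks, meet 20nM GCN5L2 for 15 min before the reaction begins with H3(1-25) peptide (75uM) and acetyl-CoA (70uM). Thiol-reactive ThioGlo1 reports CoA release over 20 min at room temperature.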
# TDP1 cell CPT: DT40-hTDP1 cell growth loss with CPT; chicken DT40 Tdp1-/-;hTDP1 cells + 20 nM CPT, ATP luminescence, 48 h; Potency, µM (series often up to 46.2 µM), without a hit: at the top dose activity change, negative = growth inhibition, hits mostly inhibitors; 420,000 tested, 12% active; AID 686979; note: nearly all actives have a fitted effect of over 55% in size
#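 Chicken DT40 Tdp1-/- cells complemented with human TDP1, 400 cells/well, exposed to compounds plus 20 nM camptothecin for at least 48 h at 37 C; viability read as ATP content by CellTiter-Glo luminescence.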
# Active calls of the source: *; ? = inconclusive; . = no result given; [ ] = remark or other dose. Calls come from the whole dose curve; as a rule, active = well fitted curve in the direction sought with a large enough effect; inconclusive = small, poorly fitted or top-dose-only effect, or another doubt; inactive = no such curve, though single readings can be large; an effect the other way counts as inactive or inconclusive. % is set by controls: 0 for no effect and ±100 for the full control effect; potency is the fitted concentration of half-maximal effect.
SMILES,TDP1 cell noCPT,KAT2A inh,TDP1 cell CPT
O=C(CSc1nnc(NC(=O)NC2CCCCC2)s1)Nc1ccccc1F,?,-14%,?
CCOC(=O)C1=C(CC)Nc2ccccc2N=C1NC(=O)c1ccc(S(=O)(=O)N(C)C)cc1,5.8µM*,-1%,7.3µM*
Cc1ccc(Cc2nc(-c3ccncc3)no2)cc1,-3%,-1%,?
COc1ccc(C2(NC(C)=O)CCN(C(=O)c3cccs3)CC2)cc1,11%,-5%,3%
O=C(c1ccco1)N1CCN(CC(=O)N(C2CCCCC2)C2CCS(=O)(=O)C2)CC1 (stereo unspecified),0%,-5%,13%
CN1CCc2c(sc3c2c(=O)n(-c2ccccc2)c2nncn32)C1,?,-7%,?
CCOc1ccc(CCNC(=O)CN2C(=O)CCSc3ccccc32)cc1OCC,?,-7%,?
OC[C@@H]1CN(Cc2ccc(F)cc2)C[C@H](n2cnc3c(NC4CCCC4)ncnc32)O1,?,.,?
CNC(=O)c1cc(Nc2nnc(C)c3ccccc23)ccc1OC,-19%,1%,7%
COc1nc(Nc2cccc(C)c2)nc(N2CCCCC2)n1,16µM*,-4%,18µM*
CC(Oc1ccccc1)C(=O)N=C1SC2CS(=O)(=O)CC2N1CCc1ccccc1 (stereo unspecified),0%,-14%,-4%
CC(=O)NCCc1nc2ccccc2n1CCOc1ccc(C)cc1,?,-6%,?
Cc1cc(C)nc(NC2=NCC(=O)N2c2cc(Cl)cc(Cl)c2)n1,-27%,0%,-2%
CC(=O)Nc1ccc(NC(=O)C2CCN(C(=O)NC3CCCCC3)CC2)cc1,13%,1%,4%
COCCCNC(=S)N/N=C/c1ccc2ccccc2c1,-29%,-3%,4%
COc1ccc(-n2cc(C(=O)c3ccccc3O)cn2)cc1,?,-3%,?
CC(Sc1nnc(-c2ccccc2F)n1C1CC1)C(=O)N1CCCC1 (stereo unspecified),6%,-1%,-20%
CCN(CC)CCCN(C(=O)c1ccc(Br)cc1)c1nc(-c2ccc(OC)cc2)cs1,?,0%,-104%
COc1ccccc1C(=O)NN(C)C1=NS(=O)(=O)c2ccccc21,17%,4%,-6%
CCCC(=O)Nc1cc(-c2nn(C)c(=O)c3ccccc23)ccc1N1CCCCC1,?,.,?
O=C(N=C1SC2CS(=O)(=O)CC2N1CCc1ccccc1)C1CCCCC1 (stereo unspecified),-23%,-3%,-12%
Cc1ccc(Sc2ncccc2NC(=O)c2ccccc2Cl)cc1,-9%,0%,-2%
CCC(C)NC(=O)C(=O)Nc1c2c(nn1-c1ccccc1)CS(=O)(=O)C2 (stereo unspecified),-6%,1%,-11%
Cn1c(N)c(C(=O)COC(=O)Cc2c(F)cccc2Cl)c(=O)n(C)c1=O,2%,-2%,0%
O=C(/C=C/c1ccco1)N1CCCC(c2ccccc2)C1 (stereo unspecified),?,-9%,?
CC(C)Oc1cc(C(=O)N2CCC(N3CCCCC3)CC2)ccc1Nc1nnc(Cl)c(Nc2ccccc2S(C)(=O)=O)n1,?,.,?
Cc1nc(N2CCN(c3ccccn3)CC2)c2c(C)c(C(=O)N3CCN(c4ccccc4F)CC3)sc2n1,21µM*,-15%,?
CCN(Cc1cc2ccccc2[nH]c1=O)C(=O)c1cccnc1,0%,-1%,9%
Cc1cccc(NC(=S)NCCc2ccc3c(c2)OCCO3)c1C,?,-5%,?
COC(=O)c1cc(NC(=O)CN2CCc3cc4c(cc3C2)OCCCO4)cc(C(=O)OC)c1,?,0%,?
CC(=O)Nc1ccc(OCc2nnc(-c3ccccc3)o2)cc1,1%,-8%,-18%
Cc1ccsc1C(=O)Nc1ccc2c(c1)OCCO2,?,15%,?
COC(=O)c1ccc(C23CC4(C2)[C@H](CN(CC2CCCCC2)[C@@H]4c2ccccc2)C3c2ccccc2)cc1 (stereo partly specified),?,-3%,26µM*
CCN(C(=O)C1CCN(c2nc(-c3ccc(OC)cc3)no2)CC1)c1ccccc1,?,-3%,?
Cc1noc(/C=C/c2ccccc2F)c1S(=O)(=O)N1CCC(C(=O)N(C)Cc2ccco2)CC1,?,-9%,?
COc1cc(C2Nc3ccc4ncccc4c3C3=C2C(=O)CC(C)(C)C3)cc(OC)c1O (stereo unspecified),?,-2%,?
CC(C)(C)NC(=O)C(c1ccco1)N(C(=O)c1csnn1)c1ccccc1 (stereo unspecified),-19%,-16%,-12%
O=C(NCCC1=CCCCC1)c1ccc2c(c1)N(Cc1cccc(Cl)c1)C(=O)c1ccccc1S2=O (stereo unspecified),?,-1%,?
C=CCN1C(=O)c2ccc(C(=O)OCC(=O)N(CC)C3CCS(=O)(=O)C3)cc2C1=O (stereo unspecified),6%,1%,8%
COc1ccccc1NC(=O)C1CCN(S(=O)(=O)c2cccs2)CC1,-7%,1%,-5%
COc1ccc(C=Nc2cccc3ncccc23)cc1,?,0%,-27%
O=c1cc(O)c2c([nH]1)CCC2,-12%,.,-5%
CC(C)OC(=O)C(=O)NNc1ccccc1,-17%,-4%,-1%
COc1ccc(NC(=O)Nc2nnc(N3CCCCCC3)s2)c(OC)c1,18µM*,-1%,?
O=C(Nc1ccccc1)c1ccc(Cn2cc(C(F)(F)F)ccc2=O)cc1,-2%,-3%,-10%
COc1cc(C2N(Cc3ccccc3)CCN2Cc2ccccc2)ccc1OC(C)=O,-2%,-2%,-23%
CC1=C(C(=O)N2CCOCC2)CC(CC(=O)NCc2cccc3ccccc23)C(=O)N1CCC1=CCCCC1 (stereo unspecified),-29%,.,-12%
CC(C)(C)c1ccc(S(=O)(=O)NCC(=O)Nc2sc3c(c2C(N)=O)CCCC3)cc1,?,-1%,1%
O=C(CN1CCCN(S(=O)(=O)c2ccc(Br)cc2)CC1)Nc1cccc(C(F)(F)F)c1,12µM*,-7%,21µM*
COC(=O)NNC(=O)c1ccc(C)cc1,1%,.,-6%

# Additional records follow:
SMILES,TDP1 cell noCPT,KAT2A inh,TDP1 cell CPT
COc1ccccc1N1CCN(C2CCCN(C(=O)CCc3cnccn3)C2)CC1 (stereo unspecified),2%,0%,-4%
O=C(/C=C/c1ccc(Br)cc1)N1CCN(c2cccc(C(F)(F)F)c2)CC1,?,-11%,?
O=C(Cc1cc2ccccc2o1)NCc1ccc(F)cc1,23µM*,0%,21µM*
CCc1ccccc1NC(=O)CCNS(=O)(=O)c1ccc2c(c1)CCN2C(=O)C1CC1,18µM*,3%,?
COc1ccc(OC)c(CNC(=O)C2CCN(c3ncnc4c3nc3n4CCCCC3)CC2)c1,0%,-5%,9%
COc1cc(OCC(=O)NC(C)C)cc2c1C(=O)O[C@@H](C)CCCC(=O)CCCCC2,21µM*,-2%,?
CCCCn1c(N)c(N(C)C(=O)c2cccc(-n3cnnn3)c2)c(=O)[nH]c1=O,14%,0%,4%
CCOC(=O)c1cccc(NC(=O)C2CCCN2S(=O)(=O)c2cccc3cccnc23)c1 (stereo unspecified),-26%,-4%,-15%
Cc1onc(-c2ccccc2)c1C(=O)Nc1ccc(S(=O)(=O)NC(C)(C)C)cc1,?,2%,-15%
O=c1c2cn(Cc3ccccc3)c3ccccc3c-2nn1Cc1ccc(F)cc1Cl,-8%,0%,-7%
C=CCN1C(=O)C(O)(CC(=O)c2ccccc2)c2ccccc21 (stereo unspecified),18µM*,-3%,?
O=C(CN(C(=O)c1csnn1)c1ccc(Cl)cc1)NC1CCCC1,-10%,0%,18%
CCc1nnc(NC(=O)C2CC(=O)N(C3CCCCC3)C2)s1 (stereo unspecified),1%,-1%,3%
O=C(O)C(O)C(O)(Cc1ccc(O)cc1)C(=O)O (stereo unspecified),-14%[9.04 µM],.,16%[9.04 µM]
CC1=C(C(=O)OC2CCCC2)C(c2c(Cl)cccc2Cl)CC(=O)N1 (stereo unspecified),26µM*,-5%,?
O=C1NCCN(Cc2ccc(F)cc2)C1CC(=O)N1CC=C(c2ccccc2)CC1 (stereo unspecified),11%,-5%,-11%
O=C(O)c1ccc(-c2nnc(-c3ccc([N+](=O)[O-])cc3)o2)cc1,6%,-3%,-13%
O=C(CN1C(=O)NC(CCc2ccccc2)C1=O)N1CCCCCC1 (stereo unspecified),9%,-2%,-1%
COc1ccc2c(c1)c(C(=O)O)c(C)n2CCc1ccc(OC)c(OC)c1,-17%,-9%,-15%
COC(=O)[C@@H]1CCCN1Cc1ccc2c(c1)CN(Cc1cccn1-c1ncccn1)CCO2,-26%,.,?
CC(=O)N1N=C(c2ccc(C)cc2)OC1c1ccc(Br)cc1 (stereo unspecified),-29%,10%,5%
CN(Cc1ccccc1)C(=O)Cn1ncc2c3ccccc3n(Cc3cccc(Cl)c3)c2c1=O,?,-23%,?
COc1ccc(Br)cc1C1NC(=O)c2c(sc3c2CCN(C)C3)N1 (stereo unspecified),-24%,2%,-2%
Cc1ccc(C)c(S(=O)(=O)N2CCCC2CNC(=O)C(=O)NCc2ccccc2)c1 (stereo unspecified),?,3%,-7%
CSCCC(C(=O)N(C)CC(=O)Nc1cccc(F)c1)N1C(=O)c2ccccc2C1=O (stereo unspecified),3%,-1%,4%
COc1ccccc1Cn1cccc1C=O,-2%,6%,10%
COc1ccc(NS(=O)(=O)c2ccc(NC(=S)NCC3CCCO3)cc2)cc1 (stereo unspecified),?,-10%,15µM*
C=CCNC(=O)NC(=O)COC(=O)C(C)Oc1ccc(Cl)cc1Cl (stereo unspecified),-9%,-3%,22%
COCCCn1c(SCC(=O)Nc2ccc(C(=O)OC)cc2)nc2ccccc2c1=O,?,-8%,?
COC(=O)c1c(NC(=O)C2CCC2)sc(C(=O)N(C)C)c1C,-3%,?,-8%
CCN(C[C@H]1N[C@@](CC)(C(=O)OC)[C@H]2C(=O)N(Cc3ccccc3)C(=O)[C@@H]12)C(=O)COC,6%,-3%,3%
O=C(NC1=NCCS1)C1CCN(S(=O)(=O)c2ccc(Cl)cc2)CC1,?,-3%,-8%
CCc1noc(C)c1C(=O)OC(C)C(=O)Nc1ccc2c(c1)OCO2 (stereo unspecified),-6%,0%,-13%
Cc1nn(-c2ccccc2)c(C)c1NS(=O)(=O)c1ccccc1,-9%,-28%,1%
Cc1cccc(NC(=O)COC(=O)c2ccc3c(c2)OCO3)c1C,12%,-6%,8%
COc1ccccc1-n1c(-c2cccnc2)n[nH]c1=S,-9%,2%,-6%

# Entries from the list above containing a tert-butyl group, in the order listed:
SMILES,TDP1 cell noCPT,KAT2A inh,TDP1 cell CPT
CC(C)(C)NC(=O)C(c1ccco1)N(C(=O)c1csnn1)c1ccccc1 (stereo unspecified),-19%,-16%,-12%
CC(C)(C)c1ccc(S(=O)(=O)NCC(=O)Nc2sc3c(c2C(N)=O)CCCC3)cc1,?,-1%,1%
Cc1onc(-c2ccccc2)c1C(=O)Nc1ccc(S(=O)(=O)NC(C)(C)C)cc1,?,2%,-15%

# Of the compounds above, these contain fluorine:
SMILES,TDP1 cell noCPT,KAT2A inh,TDP1 cell CPT
O=C(CSc1nnc(NC(=O)NC2CCCCC2)s1)Nc1ccccc1F,?,-14%,?
OC[C@@H]1CN(Cc2ccc(F)cc2)C[C@H](n2cnc3c(NC4CCCC4)ncnc32)O1,?,.,?
CC(Sc1nnc(-c2ccccc2F)n1C1CC1)C(=O)N1CCCC1 (stereo unspecified),6%,-1%,-20%
Cn1c(N)c(C(=O)COC(=O)Cc2c(F)cccc2Cl)c(=O)n(C)c1=O,2%,-2%,0%
Cc1nc(N2CCN(c3ccccn3)CC2)c2c(C)c(C(=O)N3CCN(c4ccccc4F)CC3)sc2n1,21µM*,-15%,?
Cc1noc(/C=C/c2ccccc2F)c1S(=O)(=O)N1CCC(C(=O)N(C)Cc2ccco2)CC1,?,-9%,?
O=C(Nc1ccccc1)c1ccc(Cn2cc(C(F)(F)F)ccc2=O)cc1,-2%,-3%,-10%
O=C(CN1CCCN(S(=O)(=O)c2ccc(Br)cc2)CC1)Nc1cccc(C(F)(F)F)c1,12µM*,-7%,21µM*
O=C(/C=C/c1ccc(Br)cc1)N1CCN(c2cccc(C(F)(F)F)c2)CC1,?,-11%,?
O=C(Cc1cc2ccccc2o1)NCc1ccc(F)cc1,23µM*,0%,21µM*
O=c1c2cn(Cc3ccccc3)c3ccccc3c-2nn1Cc1ccc(F)cc1Cl,-8%,0%,-7%
O=C1NCCN(Cc2ccc(F)cc2)C1CC(=O)N1CC=C(c2ccccc2)CC1 (stereo unspecified),11%,-5%,-11%
CSCCC(C(=O)N(C)CC(=O)Nc1cccc(F)c1)N1C(=O)c2ccccc2C1=O (stereo unspecified),3%,-1%,4%

# Screening data deposited in PubChem by National Center for Advancing Translational Sciences (NCATS).
